# AmpC inh no detg: qHTS Inhibitors of AmpC Beta-Lactamase (assay without detergent) | hit rate 0.52% among 330,000 | Potency, µM (doses to about 57.1 µM), without a hit: at the highest dose activity change, negative = inhibition, actives largely listed as inhibitors | AmpC nitrocefin hydrolysis, absorbance 480 nm, 0.0001% Triton | AID 485341, 2010;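 further: potency means the concentration at half of the fitted maximal effect; plate controls were no compound for no effect and no enzyme for full effect; nearly all actives have a fitted effect of over 20% in size; some results filed as inactive show a strong effect at the top dose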
# Target sequence (P00811 whole entry, looked up): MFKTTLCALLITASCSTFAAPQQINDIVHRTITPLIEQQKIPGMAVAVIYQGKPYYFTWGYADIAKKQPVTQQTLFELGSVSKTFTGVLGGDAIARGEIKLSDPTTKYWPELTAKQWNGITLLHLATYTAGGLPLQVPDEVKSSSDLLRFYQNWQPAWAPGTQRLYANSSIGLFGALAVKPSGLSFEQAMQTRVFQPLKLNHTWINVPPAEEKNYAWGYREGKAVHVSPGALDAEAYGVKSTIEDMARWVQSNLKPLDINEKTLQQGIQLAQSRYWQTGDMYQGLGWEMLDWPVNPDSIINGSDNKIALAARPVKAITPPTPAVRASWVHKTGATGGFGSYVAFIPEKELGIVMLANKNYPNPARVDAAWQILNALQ
#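 AmpC (5.3 nM in the dispensed reagent) in 20 mM phosphate pH 7.0 with 0.01% (detergent screen) or 0.0001% Triton X-100 was preincubated with compounds for 15 min at room temperature. Nitrocefin was then added from an 800 uM solution, and hydrolysis was followed at 480 nm.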
# Sm TGR block: qHTS Assay for the Inhibitors of Schistosoma Mansoni Peroxiredoxins. Potency, µM (highest dose often 114 µM), for the others: top-dose activity change, negative = inhibition, usual class: inhibitors. hit rate 3% among 360,000. Schistosoma mansoni thioredoxin glutathione reductase (TGR), Q962Y6. purified TGR, DTNB reduction, TNB absorbance 405 nm; further: potency means the concentration at half of the fitted maximal effect; nearly all actives have a fitted effect of over 60% in size
#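 TGR 20 nM + NADPH 100 uM (dispensed conc.), cpd preinc 15 min RT; start with NADPH (500 uM addition) then DTNB (15 mM addition). Kinetic TNB absorbance, 405 nm filter. Four-parameter Hill fit across titration.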
# Giardia FBPA inh: qHTS Assay for Inhibitors of Fructose-1,6-bisphosphate Aldolase from Giardia Lamblia | A8B2U2 | purified Giardia FBPA | Potency, µM (titrated, usually from 59.6 µM), inactives show top-dose activity, negative = inhibition, actives largely listed as inhibitors | hit rate 0.71% among 290,000 | AID 2451, 2010; further: potency means the concentration at half of the fitted maximal effect; nearly all actives have a fitted effect of over 55% in size
# Target sequence (A8B2U2 whole entry, looked up): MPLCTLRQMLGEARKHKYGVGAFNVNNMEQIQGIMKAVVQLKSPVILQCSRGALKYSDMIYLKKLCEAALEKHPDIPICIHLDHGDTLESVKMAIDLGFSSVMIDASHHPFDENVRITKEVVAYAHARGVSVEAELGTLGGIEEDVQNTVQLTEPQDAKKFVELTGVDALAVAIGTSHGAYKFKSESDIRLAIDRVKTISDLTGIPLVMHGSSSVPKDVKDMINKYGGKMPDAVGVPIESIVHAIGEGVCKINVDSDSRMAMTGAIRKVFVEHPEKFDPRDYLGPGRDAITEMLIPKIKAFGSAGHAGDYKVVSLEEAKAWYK
#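 40 nM FBPA preincubated 10 min at RT with compound (up to 57.5 uM final), then substrate plus GAPDH/TPI/NAD/arsenate coupling and diaphorase/resazurin added. Fluorescence read after 20 min at RT, 525/598 nm.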
# AMA1 RON2 block: qHTS for Inhibitors of AMA1-RON; Towards Development of Antimalarial Drug Lead: Primary Screen. Potency, µM (doses to about 58.2 µM), without a hit: at the highest dose activity change, negative = inhibition, most hits filed as inhibitors. AlphaScreen AMA1-biotinylated RON2 peptide binding. hit rate 0.2% among 360,000. Plasmodium falciparum AMA1 (3D7) - RON2 peptide interaction;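 further: potency means the concentration at half of the fitted maximal effect; 0% = vehicle wells and -100% = peptide control; nearly all actives have a fitted effect of over 45% in size; some results filed as inactive show a strong effect at the top dose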
#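 AMA1 (3D7) with his tag at 25 nM final met compounds first, then biotinylated RON2 peptide at 25 nM; detection used donor plus acceptor beads, 10 µg/mL apiece, read by AlphaScreen after 30 min at room temperature.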
# AmpC inh detg: qHTS Inhibitors of AmpC Beta-Lactamase (assay with detergent) | AmpC hydrolysis of nitrocefin, absorbance 480 nm, 0.01% Triton | Potency, µM (top dose mostly 114 µM), for inactives: top-dose activity change, negative = inhibition, actives largely listed as inhibitors | P00811 | hit rate 0.041% among 370,000 | AID 485294, 2010;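 further: potency means the concentration at half of the fitted maximal effect; 0% = no-compound wells and -100% = no-enzyme wells; nearly all actives have a fitted effect of over 25% in size; some results filed as inactive show a strong effect at the top dose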
#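 AmpC (5.3 nM in the dispensed reagent) in 20 mM phosphate pH 7.0 with 0.01% (detergent screen) or 0.0001% Triton X-100 was preincubated with compounds for 15 min at room temperature. Nitrocefin was then added from an 800 uM solution, and hydrolysis was followed at 480 nm.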
# HCMV antiviral: qHTS Assay for inhibitors of the human cytomegalovirus (HCMV). hit rate 4.5% among 410,000. AID 1259415, 2018. HFF cells, HCMV-luciferase reporter, 72 h; stronger effect = lower value. activity change, negative = inhibition, % at 57.5 µM; in the data active means activity change below about -60%; inconclusive means no clear call, values can overlap the other calls; inactive means above about -39%
#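 Human foreskin fibroblasts infected with luciferase-reporter HCMV at MOI 1 PFU/cell, compounds at two doses. Luciferase measured 72 h post infection; normalized to buffer-only basal and Salinomycin (10uM) controls.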
# Starred values were filed as active, the others as inactive; ? = inconclusive; / = not tested or not shown; & = joins results of further samples; ! = not confirmed by another sample; [ ] = remark or other dose. Unless noted, the call rests on the fitted dose curve; in most records, active means well fitted curve in the direction sought with a large enough effect; inconclusive means small, poorly fitted or top-dose-only effect, or another doubt; inactive means no such curve, though single readings can be large; an effect the other way counts as inactive or inconclusive. Unless noted, on the % scale 0 is the no-effect control and ±100 the full control effect.
[1] COc1ccc(OCc2ccc(-c3nc4ccccc4c(=O)n3N)o2)cc1
[2] COc1cccc(OCc2cc(=O)n3cc(C)sc3n2)c1
[3] CCCCCCn1c(Br)nc2c1c(=O)n(C)c(=O)n2C
[4] Cc1ccc2[nH]c3c(NCc4ccco4)ncnc3c2c1
[5] CN(Cc1ccccc1)C1CC(=O)N(c2ccc(C(=O)O)cc2)C1=O (centres undefined)
[6] COc1ccccc1CN(C)C(=O)c1cccc(S(=O)(=O)N2CCCC2)c1
[7] Cc1ccc(N(CC(=O)Nc2ccc(Br)cc2)S(=O)(=O)c2cccs2)cc1
[8] NNC(=O)CNC(=O)CNS(=O)(=O)c1ccccc1
screen / no.	1	2	3	4	5	6	7	8
AmpC inh no detg	-1%	/	20%	-35%	-6%	4%	/	-23%
Sm TGR block	4%	-1%	17%	-28%	20µM*	3%	1%	/
Giardia FBPA inh	-5%	/	3%	2%	3%	/	/	-1%
AMA1 RON2 block	-3%	/	0%	-19%	6%	14%	/	-1%
AmpC inh detg	-2%	-4%	0%	-8%	3%	-12%	3%	5%
HCMV antiviral	24	38	-33	-94*	9	24	-19	-7

# By substructure, the entries above containing a furan ring, fused or not
[1] COc1ccc(OCc2ccc(-c3nc4ccccc4c(=O)n3N)o2)cc1
[4] Cc1ccc2[nH]c3c(NCc4ccco4)ncnc3c2c1
screen / no.	1	4
AmpC inh no detg	-1%	-35%
Sm TGR block	4%	-28%
Giardia FBPA inh	-5%	2%
AMA1 RON2 block	-3%	-19%
AmpC inh detg	-2%	-8%
HCMV antiviral	24	-94*

# Other entries follow.
[9] O=C1CC(=Nc2ccccc2)NN1c1ccccc1
[10] CC(=O)O[C@H]1CSC[C@H]1NC(=O)c1ccccc1
[11] COc1ccc(-c2nc(C)ncc2-c2ccc(Cl)cc2)c(O)c1
[12] COc1ccc2nc(SCC(O)c3cccc(Br)c3)[nH]c2c1 (centres undefined)
[13] O=C(Cn1ncn2c(cc3sccc32)c1=O)NCCc1ccccc1
[14] O=C(COC(=O)c1sc2ccccc2c1Cl)NC1CCCCC1
[15] CCN(CC)S(=O)(=O)c1ccc(OCC(=O)NCc2ccco2)cc1
[16] COc1ccc2c(=O)c(-c3ccc(OC)c(OC)c3)coc2c1
screen / no.	9	10	11	12	13	14	15	16
AmpC inh no detg	-26%	-31%	43%	/	/	-19%	9%	23%
Sm TGR block	9%	4%	6%	-5%	1%	0%	22µM*	4%
Giardia FBPA inh	1%	4%	4%	/	/	5%	0%	3%
AMA1 RON2 block	-11%	0%	-1%	/	/	-8%	-12%	-2%
AmpC inh detg	-11%	-9%	12%	-4%	0%	0%	7%	-7%
HCMV antiviral	12	?	4	-39	15	-13	-20	56

# Entries by screen from above.
# Nos. 9–16 in AMA1 RON2 block read -11%, 0%, -1%, /, /, -8%, -12%, -2%

# Additional results follow.
[17] Cc1ccccc1C(=O)NC1CCN(CC(=O)Nc2ccc3c(c2)OCCO3)CC1
[18] CCCCc1nc2ccccc2n1Cc1nnc2n1-c1ccccc1SC2
[19] COc1cc(C(=O)OCC(=O)c2c[nH]c3ccccc23)ccc1OCC(=O)N1CCOCC1
[20] Cc1ccc2c(c1)N(CC(=O)NC1CCCC1)C(=O)c1cccnc1O2
[21] CC(C)C(=O)Nc1ccc2c(c1)nc(CCN1CCN(c3ccccc3)CC1)n2C
[22] CCOC(=O)Nc1sc(C)c(C)c1C(=O)OCC
[23] CCOC(=O)[C@H]1[C@H]2COc3ccccc3[C@@H]2N2C(=O)c3ccc(C)cc3NC(=O)[C@@]12C
[24] C=CCc1ccc(OCc2ccc(C(=O)Nc3ccc(NC(C)=O)cc3)o2)c(OC)c1
screen / no.	17	18	19	20	21	22	23	24
AmpC inh no detg	-14%	-13%	87%[activator]	-16%	-2%	2%	-32%	101%[activator]
Sm TGR block	-9%	2%	?	-8%	0%	-1%	-4%	45µM*!
Giardia FBPA inh	-3%	-8%	0%	7%	0%	1%	/	3%
AMA1 RON2 block	-3%	-6%	-18%	2%	2%	0%	-16%	-6%
AmpC inh detg	-2%	?	-18%	-11%	-5%	-4%	-3%	1%&21%
HCMV antiviral	?	-20	-64*	20	-8	-9	-19	29&26

[25] COc1ccc(S(=O)(=O)N2CCCN(CC(=O)Nc3ccc(NC(C)=O)cc3)CC2)cc1
[26] CCc1ccc(NC(=O)c2ccc(CN3CC(=O)N4CCCCC4C3=O)cc2)cc1 (centres undefined)
[27] CCOC(=O)N1CCN(C(=O)c2ccc3c(=O)n(CCc4ccc(OC)c(OC)c4)c(=O)[nH]c3c2)CC1
[28] O=C1c2ccccc2CN1CCNC(=S)NC1CCCCC1
[29] Cc1ccccc1C(=O)NC(=S)Nc1ccccc1N1CCCC1
[30] Cc1ccc(S(=O)(=O)N(c2cccc(C)c2)C2CCS(=O)(=O)C2)cc1 (centres undefined)
[31] Cc1ccc(N(CC(=O)N2CCCCCC2)S(=O)(=O)c2ccccc2)cc1
[32] CCOC(=O)c1cccnc1SCC(=O)Nc1ccc(C)cc1
screen / no.	25	26	27	28	29	30	31	32
AmpC inh no detg	0%	/	101%[activator]	-39%	-34%	-3%	5%	-15%
Sm TGR block	-18%	-1%	5%	12%	/	-23%	-8%	3%
Giardia FBPA inh	-3%	/	/	4%	-10%	2%	8%	-2%
AMA1 RON2 block	9%	/	-5%	-18%	0%	0%	-9%	6%
AmpC inh detg	-15%&-1%	2%	1%	?	2%	1%	-8%	7%
HCMV antiviral	7&13	-31	-7	96	-16	20	16	46

[33] O=[N+]([O-])c1ccc(/C=N/N2CCCCC2)cc1
[34] Cn1c(=O)oc2cc(S(=O)(=O)N3CCCC(C(=O)Nc4nccs4)C3)ccc21 (centres undefined)
[35] O=S(=O)(Nc1ccc(S(=O)(=O)N2CCCC2)cc1)c1ccccc1Br
[36] Cc1ccc2oc(C(=O)Nc3cccc(-c4nc5ccccc5s4)c3)c(C)c2c1
[37] O=C(CSc1nnc(CNC(=O)c2c(F)cccc2Cl)o1)NCc1ccccc1
[38] Cc1cccc(N2CC(O)=C(c3nc4ccccc4n3C)C2=N)c1
[39] O=C(NNC(=O)c1ccc[nH]1)c1cccc(C(F)(F)F)c1
[40] C=CCNC(=S)N1CCC(C(=O)c2ccc3c(c2)OCCO3)CC1
screen / no.	33	34	35	36	37	38	39	40
AmpC inh no detg	-19%	-3%	-12%	/	3%	17%	-11%	2%
Sm TGR block	0%	-20%	-15%	1%	-3%	-14%	-5%	7%
Giardia FBPA inh	4%	4%	/	/	/	/	/	-5%
AMA1 RON2 block	?	11%	12%[11.6 µM]	/	21%	68%[activator]	13%	-3%
AmpC inh detg	-4%	-13%	-5%	27%	-7%	-6%	-11%	0%
HCMV antiviral	7	-19	37	64	?	15	5	-38

[41] O=C(/C=C/c1ccc(-c2ccccc2)cc1)NCc1cccnc1
[42] Cc1ccc(/C=C2/SC(=S)N(CCC(=O)NCCCN3CCOCC3)C2=O)cc1
[43] COc1cc(OC)c(NC(=S)Nc2cc(Cl)cc(Cl)c2)cc1Cl
[44] CC(C)(C)S(=O)(=O)c1cnc(N2CCCCC2)nc1N
[45] CCOc1ccc(C(=O)NC2CC(=O)N(c3ccc(C)cc3)C2)cc1OCC (centres undefined)
[46] O=C(COC(=O)c1cccc(S(=O)(=O)N2CCCC2)c1)Nc1ccccc1C(F)(F)F
[47] O=C(C1CCC(=O)N1Cc1cccs1)N1CCOCC1 (centres undefined)
[48] Cc1ccc(-n2nc3c(N4CCC(C(=O)NCCc5ccccc5C)CC4)nnc(C)c3c2C)cc1
screen / no.	41	42	43	44	45	46	47	48
AmpC inh no detg	7%	174%[activator]	-44%	-21%	/	0%	-15%	67%[activator]
Sm TGR block	0%	-24%	-2%	-2%	-3%	-3%	8%	3%&-6%
Giardia FBPA inh	-1%	3%	-20%	4%	/	/	1%	/
AMA1 RON2 block	-6%	-10%	38%[activator]	2%	/	14%	-1%	4%
AmpC inh detg	-13%	0%	?	2%	-1%	?	-1%	2%&-1%
HCMV antiviral	27	-34	-19	8	-21	-19	-36	-19

[49] O=C(Cc1ccc(F)cc1)N(c1ccccc1)C1C=CS(=O)(=O)C1 (centres undefined)
[50] CC(C)(C)C(=O)CSc1nc2c(c(-c3cccs3)c1C#N)CCC2
[51] Nc1nnc(-c2ccc(Cl)cc2)o1
[52] COc1ccc(/C=[N+](\[O-])C2N(c3ccccc3)C(=S)SC2(C)C)cc1OC (centres undefined)
[53] CCOC(=O)C1CCN(C(=O)c2cc3ccccc3oc2=O)CC1
[54] O=C1C2C3CCC(C3)C2C(=O)N1c1ccc(OS(=O)(=O)c2ccccc2)cc1 (centres undefined)
[55] Cc1c(C(=O)N2CCCCC2)c(S(=O)(=O)N2c3ccccc3CC2C)c(C)n1C (centres undefined)
[56] CCOc1ccc(OCc2ccc(C(=O)Nc3cccnc3)o2)cc1
screen / no.	49	50	51	52	53	54	55	56
AmpC inh no detg	-14%	-23%	0%	26%	-2%	25%	-4%	-6%
Sm TGR block	-1%	-3%	8%	10%	-2%	22%	8%	-28%
Giardia FBPA inh	2%	-8%	12%	2%	4%	0%	7%	/
AMA1 RON2 block	-1%	13%	1%	11%	2%	-10%	8%	-8%
AmpC inh detg	?	4%	-1%	8%	-6%	2%	1%	-15%
HCMV antiviral	-14	-37	-34	-40	0	-13	19	94

[57] COc1ccc(S(=O)(=O)N2CCOCC2)cc1NC(=O)Cc1sc(C)nc1-c1ccc(F)cc1
[58] O=C(N/N=C/c1ccccn1)c1cccs1
[59] CC(C)CN(C(=O)c1cccc(F)c1)c1c(N)n(CC(C)C)c(=O)[nH]c1=O
[60] CCc1ccc(NC(=O)c2cccc(NC3=NC4CS(=O)(=O)CC4S3)c2)cc1 (centres undefined)
[61] Cc1cc(=O)oc(C)c1C(=O)N1CCN(c2ccc(F)cc2)CC1
[62] O=C(NCc1ccco1)C(=O)NCC(c1ccco1)N1CCOCC1 (centres undefined)
screen / no.	57	58	59	60	61	62
AmpC inh no detg	63%[activator]	0%	1%	-14%	-7%	-10%
Sm TGR block	-3%	2%	2%	1%	-9%	-1%
Giardia FBPA inh	/	13µM*	5%	?	1%	2%
AMA1 RON2 block	1%	107%[activator]	1%	39%[activator]	-15%	-1%
AmpC inh detg	-17%	6%	1%	-10%	5%	5%
HCMV antiviral	-23	-19	-11	17	-13	-3
